Assay outcomes: PubChem, Icahn School of Medicine at Mount Sinai
RBX1-CUL1 inh = blocks human RBX1-Cullin-1 di-ubiquitin formation | P62877+Q13616 | in vitro K48 di-Ub FRET, acceptor:donor ratio, 45 min | inhibition, % at 10 µM | actives 0.6% (n = 140,000) | AID 1347404; in the data active = inhibition above about 25%
Target sequence (P62877 whole entry, looked up): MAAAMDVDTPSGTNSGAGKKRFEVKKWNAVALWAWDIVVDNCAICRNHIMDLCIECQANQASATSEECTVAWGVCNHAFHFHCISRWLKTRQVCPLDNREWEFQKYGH
Target sequence (Q13616 whole entry, looked up): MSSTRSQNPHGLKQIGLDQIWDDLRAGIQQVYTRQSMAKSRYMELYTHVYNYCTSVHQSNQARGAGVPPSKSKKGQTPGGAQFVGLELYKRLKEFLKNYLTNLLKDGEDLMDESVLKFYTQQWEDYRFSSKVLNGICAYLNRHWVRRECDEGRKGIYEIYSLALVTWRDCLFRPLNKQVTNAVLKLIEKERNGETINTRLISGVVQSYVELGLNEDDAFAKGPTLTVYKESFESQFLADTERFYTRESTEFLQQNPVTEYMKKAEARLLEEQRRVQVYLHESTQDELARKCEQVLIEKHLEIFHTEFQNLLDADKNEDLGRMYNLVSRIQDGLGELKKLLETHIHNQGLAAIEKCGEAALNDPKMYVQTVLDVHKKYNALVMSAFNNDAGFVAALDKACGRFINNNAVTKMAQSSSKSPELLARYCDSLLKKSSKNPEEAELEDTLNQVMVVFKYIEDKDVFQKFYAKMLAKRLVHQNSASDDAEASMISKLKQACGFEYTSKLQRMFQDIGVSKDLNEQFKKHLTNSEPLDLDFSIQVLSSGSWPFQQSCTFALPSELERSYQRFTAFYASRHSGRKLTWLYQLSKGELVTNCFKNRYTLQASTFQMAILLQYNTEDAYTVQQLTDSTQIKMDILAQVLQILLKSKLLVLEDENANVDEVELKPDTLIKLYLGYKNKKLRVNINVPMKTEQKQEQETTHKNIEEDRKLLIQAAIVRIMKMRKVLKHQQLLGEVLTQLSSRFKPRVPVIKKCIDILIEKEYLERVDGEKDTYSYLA
The depositor's hits bear a star; & = joins results of further samples. Some of the compounds tested (hit frequency here may not be typical).

RBX1-CUL1 inh	SMILES
7.9	CCCCNC(=O)c1ccc(OC)c(Br)c1
-5.5	COc1ccc(/C=N/N2CCOCC2)cc1CSc1nc2ccccc2s1
0.6	O=C(NN=C1CCC(c2ccccc2)CC1)c1ccc(Cl)cc1 (configuration not stated)
0.9	Cc1ccc(CNC(=O)CCCn2c(=O)c3ccccc3n(CC(=O)C(C)(C)C)c2=O)cc1
-11.2	CCOC(=O)N1CCc2c(sc3nc(SCC(=O)NC(=O)NC)n(N)c(=O)c23)C1
-3.1	O=C(NNC1=NC2(CCCC2)Cc2ccccc21)c1ccccc1
-0.5	COc1ccc(OC)c(NC(=O)NCc2cccnc2N(C)C)c1
-2.9	O=C(Nc1ccc(Br)cc1)c1cc2nc3c(c(C(F)(F)F)n2n1)CCCC3
12.5	Cc1cc(C)n2nc(SCC(=O)N/N=C/c3ccco3)nc2n1
-5.5	O=C(COC(=O)c1ccc(C(O)c2ccccc2)cc1)c1ccc(Br)cc1 (configuration not stated)
10.2	O=C(Nc1cccc(F)c1)c1sc(Cl)nc1C(F)(F)F
1.0	COc1ccc(/C=C2\SC(=Nc3ccc(C)cc3)N(c3ccc(C)cc3)C2=O)cc1O
1.4	COC(=O)c1ccc(C2CC(=O)Nc3c2c(C)nn3-c2nc(C)cc(C)n2)cc1 (configuration not stated)
14.7	O=C1CCCC(=Nc2ccccc2O)C1
-2.5	CCOC(=O)N1CCN(CC(O)COc2ccc(C)cc2)CC1 (configuration not stated)
1.9	O=[N+]([O-])c1ccc(COc2ccccc2/C=N/Nc2nc(N3CCOCC3)nc(N3CCOCC3)n2)cc1
7.7	Cc1ccc(N2CC(C(=O)Nc3ccc(Cc4ccncc4)cc3)CC2=O)cc1 (configuration not stated)
-5.9	COc1ccc(/C=C/C(=O)c2cc3ccccc3oc2=O)c(OC)c1
2.9	Cc1ccc(-n2nc(CO)c(C(=O)NCc3cccs3)n2)cc1
-6.1	CCN(CC)CCCNC(=O)c1ccc(Cn2c(=O)[nH]c3cc(OC)c(OC)cc3c2=O)cc1
5.6	Cc1cc(C)n2nc(NCc3ccccc3Cl)nc2n1
-9.5	CCOC(=O)c1cccc(NS(=O)(=O)c2cn(C)c(C)n2)c1
-5.2	CC(C)Oc1ccc2nnnn2n1
9.0	CCCn1cc(-c2cc(C(=O)N(C)C)c3ccc(OC)cc3n2)cn1
2.0	CCOc1ccc(NC(NC(=O)c2ccccc2C)C(Cl)(Cl)Cl)cc1 (configuration not stated)
-0.2	Cc1cc(Br)cc(C)c1OCC(=O)N/N=C\c1cc(Cl)cc(Cl)c1O
3.9	CC(=O)NC(Nc1ccc(C)c(C)c1)(C(F)(F)F)C(F)(F)F
3.6	O=C(Nc1cccc(NC(=O)c2ccc(Br)o2)c1)c1ccccc1
1.2	O=C(O)CCSc1nnc(-c2ccc(Cl)cc2Cl)o1
2.3	Cc1nc(N)nc2c1OC(C)C(=O)N2 (configuration not stated)
9.6	O=C(NC(=S)N1CCOCC1)c1cccs1
-3.6	CC1CCc2c(sc(NC(=O)c3ccc(Br)cc3)c2C(=O)Nc2ccccc2)C1 (configuration not stated)
2.4	COc1cc2c(=O)n(CCC(=O)NCC3CCCO3)c(=O)n(CC(=O)Nc3c(C)cccc3C)c2cc1OC (configuration not stated)
12.1	COc1ccc2oc(=O)c(C(=O)NCCc3c(C)[nH]c4ccc(F)cc34)cc2c1
0.2	CC(C)(C)c1ccc(OCC(=O)NC(=S)Nc2sc3c(c2C(N)=O)CCC3)cc1
-2.4	O=C1CC(c2nnc(Cc3c(F)cccc3Cl)o2)CN1c1ccccc1 (configuration not stated)
-4.7	COc1cccc(CNC(=O)c2cc3c(=O)oc4ccc(C)cc4c3s2)c1
-6.5	CCc1ccc2oc(-c3ccc(C)c(NC(=O)c4ccc(Br)o4)c3)nc2c1
-2.6	CC1=C(c2ccc(C)cc2)S(=O)(=O)N(Cc2ccc(C(=O)Nc3ccc(C)c(F)c3)cc2)C1=O
5.5	CC(=O)N(C)c1ccc([N+](=O)[O-])c2ccccc12

Reprinted at random: 4 records from the list, in no set order.
RBX1-CUL1 inh	SMILES
5.5	CC(=O)N(C)c1ccc([N+](=O)[O-])c2ccccc12
12.5	Cc1cc(C)n2nc(SCC(=O)N/N=C/c3ccco3)nc2n1
-9.5	CCOC(=O)c1cccc(NS(=O)(=O)c2cn(C)c(C)n2)c1
2.0	CCOc1ccc(NC(NC(=O)c2ccccc2C)C(Cl)(Cl)Cl)cc1 (configuration not stated)

Molecules above that have a tert-butyl group:
RBX1-CUL1 inh	SMILES
0.9	Cc1ccc(CNC(=O)CCCn2c(=O)c3ccccc3n(CC(=O)C(C)(C)C)c2=O)cc1
0.2	CC(C)(C)c1ccc(OCC(=O)NC(=S)Nc2sc3c(c2C(N)=O)CCC3)cc1

(continued)
RBX1-CUL1 inh	SMILES
-11.6	O=C(Nc1c(C(=O)N2CCN(c3ccccc3)CC2)oc2ccccc12)c1ccccc1F
-11.6	Cc1cc(C)c(C#N)c(SCC(=O)Nc2ccc(S(=O)(=O)Nc3onc(C)c3C)cc2)n1
-6.8	CC1CCCc2sc3c(c21)c(=O)n(-c1ccccc1)c1nnc(SCCc2ccccc2)n31 (configuration not stated)
-7.1	Brc1cccc(CSc2nnc(Cn3nnc4ccccc43)n2-c2ccccc2)c1
3.5	Cc1cccc(NC(=O)CSc2nc(-c3cccs3)cc(C(F)(F)F)c2C#N)c1C
-1.8	COc1ccc(C2=C(N3CCN(c4cccc(C)c4)C(C)C3)c3ccccc3C2=O)cc1 (configuration not stated)
-5.8	Cc1cc(C)c2c(CC(=O)N3CCN(c4cccc(Cl)c4)CC3)coc2c1
-0.2	CCc1ccc(CC)c(S(N)(=O)=O)c1
5.5	COCc1nn2c(COc3ccc(F)cc3)nnc2s1
-3.7	N#Cc1cc(N)c(Nc2ccccc2N)cc1C#N
0.0	Cc1ccc2oc(-c3cccc(NC(=O)c4ccc(C)c([N+](=O)[O-])c4)c3C)nc2c1
2.6	COc1ccccc1N1CCN(c2ncccc2-c2nc(-c3ccc(Cl)cc3)no2)CC1
-0.7	Cc1ccc(NC(=O)CSc2nsc(SCC(=O)Nc3ccc(C)cc3C)c2C#N)c(C)c1
7.2	COC(=O)c1ccccc1NC(=O)c1ccc(NC(=O)CCC(=O)O)cc1
-22.4	CC(=O)Nc1ccc(N2CC(C(=O)N3CCN(c4ccc(F)cc4)CC3)CC2=O)cc1 (configuration not stated)
3.8	O=C(CC1CCC(=O)N1)NCc1cccnc1Oc1ccccc1 (configuration not stated)
4.9	COc1cccc(OC)c1C(=O)Oc1ccc2c(=O)c(Oc3ccc4ccccc4c3)coc2c1
8.7	O=C(CSc1nc(-c2ccccc2)c2cc(Cl)ccc2n1)N1c2ccccc2Sc2ccccc21
-2.1	O=C(c1cc(-c2ccc(Br)cc2)n[nH]1)N1CCN(S(=O)(=O)c2ccc(Br)s2)CC1
7.0	O=C(O)c1c(Cl)ccc2c1C(=O)Cc1ccccc1S2

Brought forward from above: 2 entries; new compounds follow.
RBX1-CUL1 inh	SMILES
-2.1	O=C(c1cc(-c2ccc(Br)cc2)n[nH]1)N1CCN(S(=O)(=O)c2ccc(Br)s2)CC1
7.0	O=C(O)c1c(Cl)ccc2c1C(=O)Cc1ccccc1S2
1.3	Cc1ccc(NC(=O)Cn2cc3c(n2)CCCC3)c(Cl)c1
-8.1	O=C(Cc1cccs1)Nc1cccc(O)c1
7.1	O=C1/C(=C\c2ccc(F)cc2)CCC/C1=C\c1ccc(F)cc1
5.3	CNS(=O)(=O)c1ccc(NC(=O)c2cnn3c(C(F)F)cc(-c4ccccc4)nc23)cc1
1.9	COc1ccc(-c2ccc(C(=O)N(Cc3ccncc3)Cc3cccc(OCCc4ccc(F)cc4)c3)o2)cc1
1.9	O=C(NCCc1ccccc1)c1ccc2c(c1)N(Cc1ccccc1)C(=O)c1ccccc1S2(=O)=O
-0.1	CCC(=O)Nc1ccc(-c2nnc(SCc3ccccc3)n2C)cc1
4.9	CCOC(=O)c1c(CSC(=N)N)n(-c2ccccc2)c2cc(Br)c(OC(C)=O)cc12
8.8	O=C(O)CCC(=O)N1CCN(C(=O)c2ccco2)CC1
-7.3	Cc1cc(C)cc(OCC(=O)NN2C(=O)c3ccccc3C2=O)c1
-3.8	COCCCNc1c2c(nc3ccccc13)CCC2
-3.6	COc1ccc(C(=O)NCC(c2cccnc2)N2CCc3ccccc32)cc1OC (configuration not stated)
-4.0	CCC1CCCCN1Cc1c(O)ccc2c(=O)c(-c3ccc(OC)c(OC)c3)c(C(F)(F)F)oc12 (configuration not stated)
7.1	Cc1ccc(-c2cc(C(=O)N3CCN(c4ncccn4)CC3)c3ccccc3n2)o1
-1.2	O=C(C(Cc1ccc(Cl)cc1)C(=O)N1CCc2ccccc21)N1CCc2ccccc21
-3.1	CCc1ccc(NC(=O)c2cc(S(=O)(=O)N3CCCCC3)c[nH]2)cc1
-1.8	COc1cccc(OCc2cc(=O)n3c(-c4ccccc4)csc3n2)c1
2.1	O=C(NCCc1csc(-c2cccnc2)n1)c1ccccc1
4.2	CCCC1(CCC)C(=O)NC(=NCCc2ccc(OC)c(OC)c2)NC1=O
-4.8	O=C(c1cccc(OC2CCN(C(=O)C3CCCC3)CC2)c1)N1CCOCC1

Reformatted: entries from further up
COCCCNc1c2c(nc3ccccc13)CCC2
  RBX1-CUL1 inh = -3.8

COc1ccc(C(=O)NCC(c2cccnc2)N2CCc3ccccc32)cc1OC (configuration not stated)
  RBX1-CUL1 inh = -3.6

CCC1CCCCN1Cc1c(O)ccc2c(=O)c(-c3ccc(OC)c(OC)c3)c(C(F)(F)F)oc12 (configuration not stated)
  RBX1-CUL1 inh = -4.0

Cc1ccc(-c2cc(C(=O)N3CCN(c4ncccn4)CC3)c3ccccc3n2)o1
  RBX1-CUL1 inh = 7.1

Later entries.
RBX1-CUL1 inh	SMILES
0.6	O=C1c2ccccc2C(=O)N1CCOc1cccc(Cl)c1
-2.5	COc1ccc(-c2[nH]ncc2CN2CCC(N3CCSCC3)CC2)c(F)c1
-0.9	O=C(O)c1ccc(S(=O)(=O)c2ccc3c(c2)C(=O)N(c2cccnc2)C3=O)cc1
1.1	O=C(C1CCCN1S(=O)(=O)c1ccccc1)N1CCCCC1 (configuration not stated)
-3.3	COc1ccc2[nH]c(=O)c(CN(C(=O)c3cccc(Cl)c3)c3ccccc3OC)cc2c1
11.7	CCC(C)NC(=O)CCSc1nc(-c2ccc3c(c2)OCO3)cc(C(F)(F)F)n1 (configuration not stated)
4.3	CCc1noc(C)c1C(=O)Nc1sc(C)c(-c2ccc(F)cc2)c1C(N)=O
-6.6	C/C(=N\Nc1nc(-c2ccc3ccccc3c2)cs1)c1ccc(N)cc1
5.4	CCCCN(CCCC)CCNC(=O)c1cn(C)c2ccc(S(=O)(=O)N3CCCC3)cc2c1=O
9.7	Cc1nc(N2CCCCCCC2)ncc1C(C)NC(=O)CN1CCCCC1=O (configuration not stated)
0.9&-2.7	COc1ccc(/C=C/C(=O)Nc2sc(C)c(C)c2C(=O)O)cc1
4.5	O=C(Nc1ccccc1F)C1C2CCC=CCC/C=C/CCC21 (configuration not stated)
-9.8	CN(C)CC(C)(O)c1ccc2c(c1)CN(C(=O)CCc1nc3ccc(F)cc3[nH]1)CCO2 (configuration not stated)
7.1	CCOc1ccc2nc(N3CCCC(C(=O)NCCOc4cccnc4)C3)nc(C)c2c1 (configuration not stated)
-11.0	Cc1ccc(OC(=O)C2CC2)c(C)c1
2.2	Cc1ccc(Cl)cc1Nc1nnc(C)c(=O)[nH]1
2.5	CCCNC(=O)c1nnn(-c2ccccc2)c1-c1ccco1
-2.4	CC(=O)OCC1OC(Cc2ccc(C[C@H](NC(=O)OC(C)(C)C)C(=O)OCc3ccccc3)cc2)C=CC1OC1OC(COC(C)=O)C(OC(C)=O)C(OC(C)=O)C1OC(C)=O (some centres not stated)
-10.5	C=CCNS(=O)(=O)c1ccc(C(=O)N2CCOCC2)cc1
0.3	CC(Oc1ccccc1F)C(=O)Nc1nc(-c2ccc(S(=O)(=O)N3CCOCC3)cc2)cs1 (configuration not stated)
1.4	COc1cccc(-n2ccn(CC(=O)c3ccc(F)cc3)c(=O)c2=O)c1
-5.7	O=c1cc(C2CCN(C/C=C/c3ccc(F)cc3)CC2)nc[nH]1
5.7	COc1ccc(-c2cc(-c3ccc(OC)cc3)c3c(N)c(C(=O)Nc4cc(C)cc(C)c4)sc3n2)cc1
1.7	CCOc1ccc(C(=O)Nc2ccc3oc(-c4ccc(Br)cc4)nc3c2)cc1
-0.3	CCN(CC)CCN(C(=O)c1ccco1)c1nc2ccc(Cl)cc2s1
-5.5	O=C(O)CCN1C(=O)C2C3CCC(C3)C2C1=O (configuration not stated)
2.6	COc1ccc(OCc2nc(C(=O)NCc3nc(C)cs3)co2)cc1
-0.3	O=C(Cn1c(=O)c(C(F)(F)F)nc2ccccc21)Nc1ccc(Br)cc1F
-4.7	CCC1CCc2sc(C(=O)NCCN3CCOCC3)cc2C1 (configuration not stated)
9.5	Cc1nnc(SCC(=O)NCc2cccs2)n1-c1ccccc1
-4.2	CC(C)Cn1c(-c2ccc(Cl)s2)csc1=Nc1ccc(Cl)cc1
13.7	CCOc1cc(C(=O)OCc2cc(=O)n3c(C)csc3n2)cc(OCC)c1OCC
4.7	c1coc(-c2nc3n(n2)C2(CCCCC2)[C@@H]2CCCC[C@@H]2N3)c1
-10.4	Cc1csc(CNc2ccc(-c3nc(C4CC4)no3)cn2)n1
-5.5	COc1nc(Cl)cc(C)c1C(=O)Nc1c(C)cc(C)cc1C
0.3	CN(C)CCC1CN(C(=O)CSc2ccccc2)CCO1 (configuration not stated)
0.8	CCOC(=O)C1C(=O)CC(=O)CC1c1ccc(OC)cc1 (configuration not stated)
-6.1	Cc1ccc(NC(=S)N/N=C/c2ccccc2[N+](=O)[O-])cc1
-9.8	O=C(O)CCc1ccc(-c2ccc(O)cc2)cc1
18.1	Clc1nc(N2CCN(C3CCCCC3)CC2)c2cnn(-c3ccccc3)c2n1
5.9	CCC1CN(C(=O)C2CCN(S(=O)(=O)c3c(C)noc3/C=C/c3ccccc3F)CC2)c2cc(Cl)ccc2O1 (configuration not stated)
0.5	CCOc1cc(C(=S)N2CCOCC2)ccc1OCc1ccc(F)cc1
